# ROC1-CUL1 inh: inhibitors of human ROC1-CUL1 ubiquitin ligase activity. P62877+Q13616. in vitro K48 di-Ub FRET, acceptor:donor ratio, 45 min. inhibition, % at 10 µM. 140,000 tested, 0.6% active. AID 1347404; in the data active = inhibition above about 25%
# Target sequence (P62877 whole entry, looked up): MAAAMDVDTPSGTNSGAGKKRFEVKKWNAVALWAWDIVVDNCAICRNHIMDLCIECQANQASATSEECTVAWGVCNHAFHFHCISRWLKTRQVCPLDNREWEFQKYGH
# Target sequence (Q13616 whole entry, looked up): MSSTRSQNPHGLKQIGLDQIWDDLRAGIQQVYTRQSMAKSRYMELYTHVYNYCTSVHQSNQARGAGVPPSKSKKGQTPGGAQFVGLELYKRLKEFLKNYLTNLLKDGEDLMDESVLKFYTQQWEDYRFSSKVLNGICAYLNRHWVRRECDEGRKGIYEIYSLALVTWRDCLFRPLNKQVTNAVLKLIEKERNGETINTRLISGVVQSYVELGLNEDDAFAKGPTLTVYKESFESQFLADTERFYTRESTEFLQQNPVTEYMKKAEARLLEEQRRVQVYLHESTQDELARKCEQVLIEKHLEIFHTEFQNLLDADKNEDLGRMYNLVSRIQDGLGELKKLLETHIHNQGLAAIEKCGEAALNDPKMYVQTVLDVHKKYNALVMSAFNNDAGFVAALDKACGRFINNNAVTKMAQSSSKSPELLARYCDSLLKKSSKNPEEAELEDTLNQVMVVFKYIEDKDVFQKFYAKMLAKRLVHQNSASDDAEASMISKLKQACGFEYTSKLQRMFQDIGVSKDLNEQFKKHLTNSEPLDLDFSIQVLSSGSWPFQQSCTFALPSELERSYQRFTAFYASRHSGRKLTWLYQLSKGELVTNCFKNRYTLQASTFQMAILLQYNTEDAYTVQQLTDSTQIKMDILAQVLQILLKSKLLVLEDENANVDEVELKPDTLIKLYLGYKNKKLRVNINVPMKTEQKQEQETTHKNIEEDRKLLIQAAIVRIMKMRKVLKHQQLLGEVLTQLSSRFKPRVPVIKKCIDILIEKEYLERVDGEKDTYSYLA
# * hit, by the source's call.
SMILES,ROC1-CUL1 inh
COc1ccc(F)c([C@@H]2[C@H]3CN(C)CC=C3C(C#N)C(=N)C2(C#N)C#N)c1 (stereo not given in full),10.8
CC[n+]1cc(Cl)nc(-c2ccccc2)c1-c1ccccc1,38.7*
O=S(=O)(c1cccs1)N1CCN(c2ccc(Cl)cc2)CC1,-4.1
Cc1ccc(NC(=O)C(=O)NCC2(c3ccccc3)CCCC2)cc1C,-3.0
Cc1nnc(-c2cccc(NC(=O)C3CCN(C(=O)C4CCCO4)CC3)c2)s1 (stereo not given),-0.4
CN1C(=O)C([N+](=O)[O-])C(=Nc2ccc(Br)cc2)c2ccccc21 (stereo not given),-7.6
CC(C(=O)Nc1cccc(Cl)c1Cl)c1cccc(C(=O)c2ccccc2)c1 (stereo not given),-3.6
COc1ccc(C)cc1NC(=O)C1CCCN(S(=O)(=O)c2ccc3[nH]c(=O)ccc3c2)C1 (stereo not given),2.0
Nn1c(=S)[nH]c2ccsc2c1=O,0.6
COc1ccc(Cn2c(=O)[nH]c3cc(C(=O)N4CCN(c5cccc(Cl)c5)CC4)ccc3c2=O)cc1,-8.2
COc1ccc(OC)c(-n2c(CN3CCN(c4ccc(C)cc4)C(C)C3)nc3ccccc3c2=O)c1 (stereo not given),1.3
CCc1c(C#N)c(SCCC(=O)Nc2ccc(F)cc2)nc2c1C(=O)CC(C)(C)C2,-4.1
OCc1ccc(CN2CCCC(Nc3ccccc3)C2)o1 (stereo not given),1.4
O=C(Nc1cc(-c2cccc(Cl)c2)nn1-c1ccccc1)c1ccccc1F,-12.0
Cc1cc(-c2cccs2)c(C#N)c(SCC(=O)Nc2sc3c(c2C#N)CCCC3)n1,-1.7
CCOc1ccc(C2CC(=O)NC3=C2C(=O)CCC3)cc1OCC (stereo not given),4.2
Cc1ccccc1S(=O)(=O)Nc1cc(Cl)cc(Cl)c1,13.1
CO[C@H]1[C@H](NC(=O)c2ccco2)c2ccccc2C12CCN(Cc1cc3ccccc3s1)CC2,1.0
Fc1ccccc1-c1noc2c1CN(Cc1ccc(-n3cccn3)cc1)CC2,-2.6
COc1cccc(S(=O)(=O)NCc2ccc(C(=O)N3CCN(Cc4ccccc4)CC3)cc2)c1,9.2

# Structures listed above shown as hits in ROC1-CUL1 inh:
SMILES,ROC1-CUL1 inh
CC[n+]1cc(Cl)nc(-c2ccccc2)c1-c1ccccc1,38.7*

# More entries
SMILES,ROC1-CUL1 inh
Cc1ccc(Cn2c(=O)c3c(nc4n3CCN4c3cc(C)cc(C)c3)n(C)c2=O)cc1,-1.7
CCn1c(COc2ccc(C(C)C)cc2)nnc1SCC(=O)Nc1cc(Cl)ccc1C,3.6
CC(C)Cc1nc2n(c(=O)c1C#N)C(=N)C(C#N)S2 (stereo not given),11.7
COc1ccc(C(=O)COC(=O)CCCC(=O)Nc2cc(C(F)(F)F)ccc2Cl)cc1,0.5
COc1ccc(-c2csc3nc(-c4ccc(Cl)cc4)oc(=O)c23)cc1,2.3
CCCN(CCC)C(=O)Cc1coc2ccc3ccccc3c12,4.9
Cc1ccc(C2=N/C(=C\c3ccc(OCc4ccccc4Cl)cc3)C(=O)O2)cc1,2.2
CCOc1ccc(-c2c(C)nn3c(C)c(C(=O)Nc4cccc(Cl)c4C)cnc23)cc1OCC,-8.1
CCOC(=O)c1c(-c2ccccc2)csc1NC(=O)c1c(F)cccc1F,12.1
O=C(c1ccc(Br)cc1)c1ccnnc1,4.7
CC(C)(C)C(=O)Nc1nnc2n1CCS2,1.4
O=C1OCCC1Sc1nnc(-c2ccccc2)o1 (stereo not given),11.0
CSC(=NC#N)Sc1cccc(Cl)c1Cl,-5.7
Cc1c(C(=O)NC2CCCC2)nnn1-c1ccc(Cl)cc1,-7.8
CCCn1c(C)cn2c3c(=O)n(CCc4ccccc4)c(=O)n(C)c3nc12,6.0
CCCC(=O)Nc1nnc(SCc2cc(=O)n3ccccc3n2)s1,-7.2
CCOc1ccc2nc(N3CCCC(C(=O)Nc4cc(Cl)c(OC)cc4OC)C3)sc2c1 (stereo not given),9.3
O=C(COC(=O)C1CCN(S(=O)(=O)c2ccc3ccccc3c2)CC1)c1ccc(F)cc1,6.2
C=CCSc1nc2ccc(NC(=O)CSc3nc(-c4cccc(OC)c4)ccc3C#N)cc2s1,-2.2
CCNc1nc(NCC)nc(Oc2ccc(OCC)nn2)n1,1.8
CC12CCC(C(=O)Oc3ccccc3)(OC1=O)C2(C)C (stereo not given),-3.3
CCN(CC)c1ccc(NS(=O)(=O)c2ccc(C(C)(C)C)cc2)c(C)c1,-14.2
Cc1nc2ccc(C(=O)N3CCC(N4CCC(C(=O)NC(C)C)CC4)CC3)cc2[nH]1,-1.8
COc1cc(NC(=O)c2cc3c(=O)oc4ccc(C)cc4c3s2)cc(OC)c1OC,-4.5
CCNc1nc(NC(C)C)nc(N(C#N)C(C)C(=O)N(CC)CC)n1 (stereo not given),4.7
CCN(CC)Cc1oc2ccc(OC)cc2c1C(=O)c1ccc(Cl)cc1,4.0
COc1cccc(C(=O)NCCc2nc3ccccc3[nH]2)c1,6.7
O=C(CN1CCN(c2ccc(Cl)c(Cl)c2)CC1)Nc1ccccc1F,-0.2
CCn1c(C)nc2cc(C(=O)O)ccc21,3.3
CN(CCC1CCOCC1)C(=O)c1cc(Cn2ccc3ccccc32)[nH]n1,-4.6
Cc1ccc(Nc2c(-c3ccsc3)nc3cccc(C)n23)cc1,-1.8
Cc1nnc2ccc(N3CCC(C)CC3)nn12,8.5
COC(=O)c1ccc(NC(=O)CN2C(=O)CC(c3ccccc3)Sc3ccccc32)cc1 (stereo not given),0.9
Cc1ccc(N2C(O)C(=NNS(=O)(=O)c3ccc(C)cc3)N(c3ccc(Br)cc3)C(=O)S2(=O)=O)cc1 (stereo not given),-1.1
COc1cc(-c2nnc(SC(C)C)n2-c2cccc(C(F)(F)F)c2)cc(OC)c1OC,3.1
COC(=O)c1ccccc1NS(=O)(=O)Cc1ccccc1F,-2.8
Clc1ccc(-c2cnc(Nc3cc(Cl)cc(Cl)c3)s2)cc1,-6.4
COc1cccc(CNS(=O)(=O)c2cc3[nH]c(=O)c(=O)[nH]c3cc2C)c1,3.3
CCCCOc1ccc(OCCSc2nc3ccccc3n2CCO)cc1,-13.1
O=C(CN1CCn2c3c(c4cc(C5CCCCC5)ccc42)CCCC31)N/N=C\c1ccc(O)cc1 (stereo not given),-3.0
COc1ccc(-c2csc(-c3c(N)c(C(=O)c4ccc(OC)c(OC)c4)n4ccccc34)n2)cc1,0.7
CC1CCN(C(=O)c2cc3c(=O)n(C)c4ccccc4c3s2)CC1,1.5
Cc1cc(C)n(-c2nc3ccccc3nc2Nc2ccc(Cl)c(C(=O)OC(C)C)c2)n1,-14.8
CCc1nc2ccccc2n2c(-c3ccc(C)cc3)c3c(=O)n(C)c(=O)n(C)c3c12,6.9
COc1ccc(OCC(=O)N(Cc2sccc2C)C2CCS(=O)(=O)C2)cc1 (stereo not given),-17.8
Cc1cc(S(=O)(=O)NCc2ccccc2)ccc1Cl,2.4
CN(Cc1nc(-c2ccccn2)no1)CC(O)c1ccccc1 (stereo not given),-0.4
CC(C)(C)c1[nH]nc2c1C1(C(=O)Nc3ccccc31)C(C#N)C(=N)O2 (stereo not given),-9.5
COCC(=O)N1CCC(Oc2ccccc2C(=O)NCCCn2ccnc2)CC1,-0.9
CC(c1ccccc1)c1cc(C(=O)NCc2ccccc2Cl)on1 (stereo not given),7.6
Cc1ccccc1OC(=O)C12CCC(C)(C(=O)O1)C2(C)C (stereo not given),1.0
CCN(CC)CCN(C(=O)c1ccco1)c1nc2cc(C)cc(C)c2s1,-9.1
Cc1cc2oc(C(=O)NCc3ccc(S(N)(=O)=O)cc3)c(C)c2cc1C,-2.6
COc1nc(Cl)cc(C)c1C(=O)O,4.0
Cc1ccc(NC(=O)CN2C(=O)CCc3cc(S(=O)(=O)N4CCOCC4)ccc32)cc1N(C)C,-6.0
Cc1ncccc1C(=O)NC1CC(C)(C)Cc2nc(N3CCOCC3)ncc21 (stereo not given),-1.3
CCc1ccc(-c2cn3c(C(=O)N4CCC[C@H]4CO)csc3n2)cc1,-7.8
CCOc1nc2c(c(=O)n(Cc3ccc(Cl)cc3)c(=O)n2C)n1C,0.6
CCn1ncc(S(=O)(=O)NC(C)(C)C)c1C,2.9
CN(CCc1cnn(C)c1)C(=O)Cn1nnnc1CN1CCCCCC1,-5.7

# The listing continues.
SMILES,ROC1-CUL1 inh
COC(=O)CN1C(C(=O)c2ccccc2)=C(OC(=O)c2ccc(C)cc2)c2ccccc2S1(=O)=O,4.2
O=C(CN1CCN(c2nnc(-c3ccccc3)c(-c3ccccc3)n2)CC1)c1ccccc1,-0.5
CCOC(=O)c1[nH]cnc1C(=O)Nc1ccc(C)cc1,3.6
Cc1cccc(CNC2CC(C)(C)Cc3nc(N4CCC(O)CC4)ncc32)c1 (stereo not given),-9.4
Cc1ccc(C(OCCN(C)CC(=O)Nc2c(C)cccc2C)c2ccccc2)cc1 (stereo not given),9.4
CC(C)C(NS(=O)(=O)c1ccc2c(c1)oc(=O)n2C)C(=O)NCCc1ccccc1 (stereo not given),2.5
OC(COc1cccc(CN2CCC(N3CCCC3)CC2)c1)CN1CCOCC1 (stereo not given),-0.8
CCC1CN(C(=O)NCc2ccc(C)cc2)c2ccccc2O1 (stereo not given),-1.2
C=CCn1c(Cc2c[nH]c3ccccc23)nnc1SCC(=O)c1c[nH]c2ccccc12,7.4
O=C(CNC1CCCCC1)Nc1ccc2c(c1)C(=O)c1ccccc1C2=O,-5.1
c1ccc(-c2ccc3c(c2)c2c4n3CCNC4CCC2)cc1 (stereo not given),-3.0
CCCNC(=O)C1CCN(Cc2ccccc2Cl)CC1,-3.0
Cc1ccc(OCCCSc2nc(-c3ccc(C(C)(C)C)cc3)nc3cc(=O)[nH]n23)cc1C,14.4
Nc1c(-c2nc(-c3ccccc3Cl)no2)nnn1-c1ccccc1F,1.9
Cc1ccc(N=C2N=C3CC(C)(C)CC4=CC5(C)CC(C)(C)CC(C5)(S2)C43)cc1 (stereo not given),2.4
C=C(Cn1ccnc1)c1ccccc1,-5.1
CC1=NOC(=O)/C1=C/c1cccn1C,2.5
O=C(Cc1cccs1)Nc1cccc(C(F)(F)F)c1,5.0
COc1cc(NS(=O)(=O)c2ccc(NC(=O)c3ccccc3OC)cc2)nc(OC)n1,-1.5
O=C1c2ccccc2C(=O)N1CN1CCCCCC1,3.7

# Rewritten with values ahead of the structure: entries from further up
ROC1-CUL1 inh,SMILES
5.0,O=C(Cc1cccs1)Nc1cccc(C(F)(F)F)c1
-1.5,COc1cc(NS(=O)(=O)c2ccc(NC(=O)c3ccccc3OC)cc2)nc(OC)n1

# (next part)
SMILES,ROC1-CUL1 inh
COc1cccc(NC(=O)CCC2CCN(C(=O)CCN3CCCO3)CC2)c1,-0.7
O=C(CSc1ccccc1C(=O)O)NCc1ccc(Cl)cc1,6.0
O=C(NNc1c2ccccc2nc2ccccc12)c1ccc(O)cc1,3.2
Cc1ccc(OCC(=O)OCc2cc(=O)n3nc(-c4cccs4)sc3n2)cc1C,-9.5
O=C(c1ccco1)n1nc(-c2ccccc2)nc1NCc1ccccc1Cl,0.2
CCOC(=O)c1cc(C)sc1NC(=O)CN(C)C,2.6
COc1ccc(Nc2c(-c3ccc(N4CCOCC4)cc3)nc3ncccn23)cc1OC,-6.2
Cc1ccc(Cn2c(CCCNC(=O)C3CCCCC3)nc3ccccc32)cc1,-1.8
CCOC(=O)C1=c2s/c(=C/c3ccccc3C(F)(F)F)c(=O)n2C(=N)C(C#N)C1c1ccccc1C(F)(F)F (stereo not given),0.0
O=C(O)CCCCCNC(=O)c1cccc(Br)c1,8.3
CCC(Sc1nc(-c2ccccc2)cc(-c2ccccc2)n1)C(=O)Nc1cc(C)on1 (stereo not given),-3.2
O=C1CCN(C(=O)c2cccc(OC3CCN(C4CCCC4)CC3)c2)CCN1,-1.9
COCCNC(=O)CCCn1c(SCC(=O)NCc2ccc(C)cc2)nc2c(sc3ccccc32)c1=O,-5.9
CCC(=O)N1CCc2cc(CNS(=O)(=O)c3ccc(NC(=O)CC(C)C)cc3)ccc21,14.6
CC1CCN(S(=O)(=O)c2nnc(NC(=O)c3cccc(Cl)c3)s2)CC1,-9.5
Nc1ccc(-n2ccnc2)c(Cl)c1,-2.4
O=C(CN(Cc1ccccc1)S(=O)(=O)c1ccccc1)NCc1ccccn1,5.9
CCCCOc1ccc(C(=O)NCC2COc3ccccc3O2)cc1 (stereo not given),2.7
CC1(C)CC(=O)C2=C(C1)c1c(ccc3ccccc13)NC2c1cccc(F)c1 (stereo not given),3.7
O=C(NC1CC1)c1nc(-c2ccc(-n3cccc3)cc2)no1,1.2

# Looked up one by one from the list above (2):
SMILES,ROC1-CUL1 inh
COc1cccc(NC(=O)CCC2CCN(C(=O)CCN3CCCO3)CC2)c1,-0.7
CCC(=O)N1CCc2cc(CNS(=O)(=O)c3ccc(NC(=O)CC(C)C)cc3)ccc21,14.6

# Some of these compounds in order of formula weight, descending:
SMILES,ROC1-CUL1 inh
CCOc1ccc2nc(N3CCCC(C(=O)Nc4cc(Cl)c(OC)cc4OC)C3)sc2c1 (stereo not given),9.3
Cc1ccc(C2=N/C(=C\c3ccc(OCc4ccccc4Cl)cc3)C(=O)O2)cc1,2.2
CCc1nc2ccccc2n2c(-c3ccc(C)cc3)c3c(=O)n(C)c(=O)n(C)c3c12,6.9
Cc1cccc(CNC2CC(C)(C)Cc3nc(N4CCC(O)CC4)ncc32)c1 (stereo not given),-9.4
CC(c1ccccc1)c1cc(C(=O)NCc2ccccc2Cl)on1 (stereo not given),7.6
Cc1ccccc1S(=O)(=O)Nc1cc(Cl)cc(Cl)c1,13.1
O=C(c1ccc(Br)cc1)c1ccnnc1,4.7

# The list continues:
SMILES,ROC1-CUL1 inh
Cc1cc(C)n(CC(O)Cn2c(C)c(C)c3ccccc32)n1 (stereo not given),-4.5
CCCCOc1ccc(C2C3CN(C(=O)OCC)CC=C3C(C#N)C(=N)C2(C#N)C#N)cc1OC (stereo not given),6.2
N#CC1C(=N)Oc2c(c(=O)oc3ccccc23)C12C(=O)N(Cc1ccc(Cl)cc1)c1ccccc12 (stereo not given),-3.4
CCC(C)OC(=O)C1C(C)=NC(=O)NC1c1ccc(OC)cc1 (stereo not given),3.2
Cc1nc2sccn2c1C(=O)NCc1cccnc1N1CCOCC1,-1.4
Cc1cccc(C)c1NC(=O)C1CCN(C(=O)c2ccccc2F)CC1,5.7
O=C1Oc2cc(-c3ccccc3)n(-c3ccccc3)c(=O)c2C(=O)C1S(=O)c1cc(Cl)c(Cl)cc1Cl (stereo not given),-8.7
CCN1CSC(=S)N(C)C1,9.1

# Only part of the results is shown (hit frequency here may not be typical).
